# Casp6 inh: caspase-6 (human) enzyme inhibition; P55212; purified caspase-6, Z-VEID-R110 cleavage fluorescence; inhibition, % at 12.5 µM; 350,000 tested, 0.53% active; AID 686996;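 active = mean inhibition across replicates at least about 35%, with every replicate also reaching that limit, limit read from the data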;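 note: 0% = median of neutral control wells and 100% = no fluorescence left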
# Target sequence (P55212 24-179 limits assumed): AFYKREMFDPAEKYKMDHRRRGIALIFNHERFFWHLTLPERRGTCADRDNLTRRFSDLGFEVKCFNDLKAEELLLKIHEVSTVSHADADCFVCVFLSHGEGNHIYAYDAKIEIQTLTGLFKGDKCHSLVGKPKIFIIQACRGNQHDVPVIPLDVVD
# Target sequence (P55212 194-293 limits assumed): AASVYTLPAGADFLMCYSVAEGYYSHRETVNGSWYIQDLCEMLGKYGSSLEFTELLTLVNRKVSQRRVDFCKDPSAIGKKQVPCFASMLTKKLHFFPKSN
# PglD DTNB: PglD (C. jejuni) enzyme inhibition; purified PglD enzyme, DTNB colorimetric CoA detection; inhibition, % at 12.5 µM; 360,000 tested, 0.098% active; AID 602405; in the data active = inhibition above about 16%, passing the limit was not always enough; note: strong numbers were not always called active
# E-selectin induc: E-selectin induction on HUVECs; AID 686992; 260,000 tested, 0.37% active; HUVEC E-selectin immunofluorescence imaging; normalized: neutral wells 0, TNF-alpha wells 100; P16581; activation, % at 7.58 µM;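 active = mean E-selectin-positive cell signal at least 10% of the positive control, reached in at least 60% of replicates, without over 20% cell loss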;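 note: in these data hits start at about 27%; measured in HUVEC primary endothelial cells; signal is the percent of cells scored E-selectin positive by PE staining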
#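 System: HUVEC, human umbilical vein endothelial cells; quantity: 3,000 cells/well; buffer or medium: EGM-2 medium, gelatin-coated wells; dosing: single-point compound dose; detection: immunofluorescence imaging; evaluation: % PE-positive cells; benchmarks: TNF-alpha, DMSO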
# esBAF inh: blocks esBAF chromatin remodeling in mouse ES cells; Bmi1-luciferase knock-in reporter, 24 h; 100% = twice the neutral-well signal; reporter increase, % at 12.5 µM; 350,000 tested, 2% active; in the data active = activation above about 40%;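 note: 0% = median of the plate's neutral control wells and 100% = double that signal; a rise in the Bmi1 reporter signal indicates esBAF inhibition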
# ERp5 inh: blocks human ERp5 reductase activity on insulin. ERp5 insulin aggregation, absorbance 650 nm, 90 min. inhibition, % at 9.99 µM. 350,000 tested, 0.05% active. AID 651711;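 active = mean replicate inhibition above about 25%, with every replicate also reaching it, limit read from the data, passing the limit was not always enough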
# RAD54 inh: blocks human RAD54 Holliday junction branch migration; Q92698; FAM/BHQ fluorescence; inhibition, % at 10.4 µM; 360,000 tested, 0.14% active; AID 602329;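 active = mean normalized replicate activity at least 40 and at least half of replicates scoring 40 or more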;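 note: 0% = median of neutral control wells and 100% = median of positive control wells; inhibitors cause a drop in the FAM fluorescence signal; in these data hits start at about 50%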
# RAD52 inh: inhibitors of human RAD52 DNA annealing; P43351; recombinant RAD52 DNA annealing, FRET fluorescence; AID 651710; inhibition, % at 18.7 µM; 360,000 tested, 0.46% active;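 active = every replicate showing at least 50% inhibition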
# Target sequence (P43351 whole entry, looked up): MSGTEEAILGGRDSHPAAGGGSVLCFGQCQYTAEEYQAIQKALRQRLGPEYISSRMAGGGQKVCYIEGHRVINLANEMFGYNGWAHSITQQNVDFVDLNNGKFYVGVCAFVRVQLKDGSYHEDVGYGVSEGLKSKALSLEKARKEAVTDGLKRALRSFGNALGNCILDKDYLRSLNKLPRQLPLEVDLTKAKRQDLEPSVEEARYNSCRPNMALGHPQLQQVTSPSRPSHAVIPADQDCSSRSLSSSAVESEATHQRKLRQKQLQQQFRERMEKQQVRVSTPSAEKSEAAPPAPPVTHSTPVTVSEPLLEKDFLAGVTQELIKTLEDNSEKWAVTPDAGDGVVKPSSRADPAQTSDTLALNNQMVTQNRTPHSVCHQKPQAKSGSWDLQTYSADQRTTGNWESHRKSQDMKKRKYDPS
# ARNT TACC3 PPI: ARNT/TACC3 interaction disruption; inhibition, % at 9.99 µM; AlphaScreen His-ARNT PAS-B/GST-TACC3 binding, luminescence; TACC3 fragment carries E629A point mutation; Q9Y6A5; 390,000 tested, 0.66% active;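 active = mean inhibition of replicates at least 50% and at least half of replicates each reaching 50%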;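 note: 0% = complete ARNT plus TACC3 wells and 100% = ARNT alone without TACC3; many hits fall short of the cut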
# Starred values were filed as active, the others as inactive; · = not tested or not shown.
No.	structure	Casp6 inh	ARNT TACC3 PPI	ERp5 inh	RAD52 inh	E-selectin induc	RAD54 inh	PglD DTNB	esBAF inh
1	O=C1CCCC2=C1C1(CCCCC1)N=C(Nc1nc3ccccc3s1)N2	·	24	·	·	·	2	0	12
2	CCc1nc2c(OCCOc3ccccc3)cccn2c1N(C)C(=O)c1ccc(C)cc1	0	·	5	-10	0.0	-1	0	-1
3	Cc1ccc(NC(=S)N(Cc2ccc(Br)cc2)Cc2ccc(C(=O)O)cc2)cc1C	8	4	-1	-8	·	·	·	·
4	COc1ccc(-c2cnc3c(c2)C(=O)N([C@@H](C)CO)C[C@@H](C)[C@@H](CN(C)C)O3)cc1	-1	5	-2	-3	0.5	-13	4	-10
5	CCCCOCCCNC(=O)C[C@@H]1C[C@@]2(C(=O)OC)CCCCC=C2N(Cc2cccc3ccccc23)C1=O	-2	·	-3	-1	-0.1	·	·	·
6	COC(=O)c1sc(S(=O)(=O)Nc2ccc(Br)cc2)c(C(=O)OC)c1C	2	4	4	-3	0.1	-7	3	1
7	COCC(C)(C)COS(N)(=O)=O	·	1	0	-15	-0.2	5	4	5
8	Cc1ccccc1-n1nc(C)c2cc(C(=O)N3CCOCC3)sc21	·	-1	·	·	·	-14	4	2
9	CC(C)CC#Cc1ccc([C@@H]2[C@@H](CO)N3C(=O)CN(C(=O)c4cccc(F)c4)C[C@H]23)cc1	3	·	-3	16	0.8	·	·	·
10	CCOc1ccccc1C(=O)NC(C(=O)Nc1ccccc1N1CCOCC1)C(C)C (centres undefined)	·	0	·	·	·	7	-17	0
11	Cc1ccsc1C(=O)N1CCC1(C)C(=O)NS(=O)(=O)c1cccc(F)c1 (centres undefined)	-2	·	2	2	-0.1	-3	2	-5
12	CC(=O)Nc1ccc(S(=O)(=O)NCCSCc2ccccc2Cl)cc1	1	9	4	-19	·	·	·	·
13	Clc1ccc(-c2nnc(N3CCOCC3)o2)cc1	4	4	-17	-13	-0.4	3	4	37
14	COc1ccc(S(=O)(=O)N(C)C[C@H]2OCCCC[C@H](C)Oc3ccc(NC(=O)Nc4cccc5ccccc45)cc3C(=O)N([C@H](C)CO)C[C@@H]2C)cc1	0	·	5	-29	1.3	-5	3	2
15	CN(C)CCCNC(=O)[C@@H]1[C@@H](CO)[C@@H]2Cn3c(ccc(C4=CCCCC4)c3=O)[C@H]1N2Cc1cocn1	3	-9	-3	-14	0.7	-2	-2	-3
16	Cc1cc(C(=O)NCC2CCCO2)sc1C (centres undefined)	3	-2	4	-3	·	-6	3	14
17	COc1ccc(CN(C)C[C@H]2Oc3ccc(NC(=O)Cn4cnnn4)cc3C(=O)N([C@H](C)CO)C[C@@H]2C)cc1	2	24	-3	-9	0.2	-1	-2	4
18	COc1cc(/C=C2/CCC/C(=C\c3cc(O)c(OC)c(Cl)c3)C2=O)cc(Cl)c1O	·	3	·	·	·	1	5	-53
19	c1ccc2sc(-n3cc(C4CCCCC4)nn3)nc2c1	-4	·	7	-17	0.3	·	·	·
20	CC(C)(C)NC(=O)[C@]1(C)CCC[C@@]2(C)C3CC[C@@]4(C)C[C@]3(CCC21)CC4=O (some centres undefined)	-4	-3	10	-7	0.0	-7	1	-2
21	COc1ccc(NCc2nnc(SCC(=O)Nc3ccc(OC)cc3)n2C)cc1	-2	·	5	-5	·	-5	-5	-9
22	C/C(=N\NC(=O)C12CCC(C)(C(=O)O1)C2(C)C)c1ccccc1O (centres undefined)	-13	1	3	-3	-0.1	1	-1	5
23	CCOC(=O)C(C(=O)OCC)C1N=C(N)N=C2Oc3ccccc3N21 (centres undefined)	·	6	·	·	·	0	-2	89*
24	COc1ccc(NC(=S)N(CCCN2CCOCC2)Cc2cn(C)c3ccccc23)cc1	0	-19	6	2	-1.6	·	·	·
25	CC(NC(=S)Nc1ccc(S(=O)(=O)N2CCOCC2)cc1)C1CC2CCC1C2 (centres undefined)	1	-2	-3	4	·	·	·	·
26	Cc1cc(=O)oc2c1ccc1ccccc12	3	-14	0	8	0.1	3	4	1
27	O=c1c(C/C=C/c2ccccc2)c(O)nc2n1CCCS2	·	0	·	·	·	-1	5	-3
28	CCS(=O)(=O)Nc1ccc2c(c1)C(=O)N(C)[C@H]1CC[C@@H](CC(=O)N[C@@H]3CCN(Cc4ccccc4)C3)O[C@@H]1CO2	·	·	·	·	0.2	3	1	3
29	COc1cccc(NC(=O)C2CC2)c1	7	-12	-3	6	0.1	1	3	9
30	CCOC(=O)COc1cccc2c(=O)n(CC(=O)N3CCN(C(=O)OCC)CC3)ccc12	0	-6	-10	6	-0.1	0	5	-7
31	O=C(Nc1cccc(Cl)c1)N1C[C@@H]2[C@H](c3ccccc31)[C@@H](CO)N2C(=O)C1CC1	1	1	-4	-3	0.2	-4	-7	0
32	O=[N+]([O-])c1cc([N+](=O)[O-])c(Oc2ccc(Cl)c3cccnc23)cc1NN1CCCCC1	-1	7	-1	-4	·	-1	8	8
33	CN(C)CC#Cc1ccc([C@H]2[C@@H](CO)N3CCCCN(C(=O)Nc4ccc(F)cc4)C[C@H]23)cc1	-4	9	-4	33	-0.4	-3	2	-5
34	Clc1ncnc2[nH]ccc12	1	21	5	-13	0.3	-2	-5	4
35	COc1ccc([C@H]2CN(CCc3ccccc3)C(=O)[C@@H]2CC(=O)Nc2ccccc2)cc1	1	·	4	-16	0.1	8	-7	20
36	O=C(Nc1cccc(-n2cccn2)c1)C1CCCN(Cc2cc3ccccc3[nH]2)C1 (centres undefined)	1	14	2	0	-0.2	3	1	6
37	CCS(=O)(=O)NCC[C@@H]1CC[C@@H](NC(=O)Nc2cc(Cl)cc(Cl)c2)[C@H](CO)O1	0	-2	1	-13	-0.1	8	-2	1
38	CCCS(=O)(=O)NC(=O)C1(C)CCCN(C(=O)c2cc(C)n(C(C)(C)C)n2)C1 (centres undefined)	0	·	-3	-5	-0.1	7	-1	2
39	CC(=O)Oc1ccccc1N(C(C)=O)S(=O)(=O)c1ccc(C)cc1	2	·	-1	-47	·	-5	9	-2
40	CCC(=O)c1ccc(OC(=O)Cc2ccc(OC)cc2)cc1	-6	-6	3	-16	-0.8	5	1	-1
41	Fc1ccccc1-c1nc(-c2ccc(Br)o2)no1	-1	-10	-6	-20	-0.2	·	·	·
42	CSc1ncc(Cl)c(C(=O)Nc2ccc(S(=O)(=O)N3CCOCC3)cc2)n1	·	0	·	·	·	2	-6	-5
43	O=C(CCn1cnnn1)N1CCCC(Nc2ccc(F)c(F)c2)C1 (centres undefined)	0	2	-2	1	·	14	7	-3
44	Cc1ccc(S(=O)(=O)N2CCN(C(=O)CCC(=O)NCCc3ccc(F)cc3)CC2)cc1	1	-2	-2	-13	·	·	·	-8
45	CCC(=O)N1CCc2cc(OC)c(OC)cc2C1COc1ccc(F)cc1 (centres undefined)	0	5	0	-9	1.3	0	5	-4
46	CN(Cc1ccc(Cl)cc1Cl)C(=O)c1cccc(S(=O)(=O)N2CCN(c3ccccc3)CC2)c1	7	0	2	-26	-0.1	-9	0	-13
47	COc1ccc2[nH]c3c(=O)n(CCCCC(=O)N4CCC(C(N)=O)CC4)c(=S)[nH]c3c2c1	-1	8	3	-5	·	8	-3	4
48	COc1ccc(/C=C2\SC(=N)N(c3nccs3)C2=O)cc1OC	6	12	1	-169	·	·	·	·
49	COc1ccc(N=Nc2nc3ccc(Br)cc3n2C)cc1	·	-5	·	·	·	-114	-10	52*
50	Cc1onc(-c2ccccc2)c1C(=O)OCC(=O)N(CC(C)C)c1c(N)n(Cc2ccccc2)c(=O)[nH]c1=O	-2	-9	3	-5	3.9	·	·	·

# Laid out differently: results already given.
33	CN(C)CC#Cc1ccc([C@H]2[C@@H](CO)N3CCCCN(C(=O)Nc4ccc(F)cc4)C[C@H]23)cc1
  Casp6 inh: -4	ARNT TACC3 PPI: 9	ERp5 inh: -4	RAD52 inh: 33	E-selectin induc: -0.4	RAD54 inh: -3	PglD DTNB: 2	esBAF inh: -5
34	Clc1ncnc2[nH]ccc12
  Casp6 inh: 1	ARNT TACC3 PPI: 21	ERp5 inh: 5	RAD52 inh: -13	E-selectin induc: 0.3	RAD54 inh: -2	PglD DTNB: -5	esBAF inh: 4
35	COc1ccc([C@H]2CN(CCc3ccccc3)C(=O)[C@@H]2CC(=O)Nc2ccccc2)cc1
  Casp6 inh: 1	ARNT TACC3 PPI: ·	ERp5 inh: 4	RAD52 inh: -16	E-selectin induc: 0.1	RAD54 inh: 8	PglD DTNB: -7	esBAF inh: 20

# Complete entries, quoted from the list:
# Results for `CCC(=O)N1CCc2cc(OC)c(OC)cc2C1COc1ccc(F)cc1` (centres undefined) : Casp6 inh: 0; ARNT TACC3 PPI: 5; ERp5 inh: 0; RAD52 inh: -9; E-selectin induc: 1.3; RAD54 inh: 0; PglD DTNB: 5; esBAF inh: -4
# Results for `CCC(=O)c1ccc(OC(=O)Cc2ccc(OC)cc2)cc1` : Casp6 inh: -6; ARNT TACC3 PPI: -6; ERp5 inh: 3; RAD52 inh: -16; E-selectin induc: -0.8; RAD54 inh: 5; PglD DTNB: 1; esBAF inh: -1

# Going on with the list.
No.	structure	Casp6 inh	ARNT TACC3 PPI	ERp5 inh	RAD52 inh	E-selectin induc	RAD54 inh	PglD DTNB	esBAF inh
51	CC(C)OC(=O)c1cccc(C(=O)OCc2ccco2)n1	·	-5	·	·	·	-12	3	-9
52	Cc1cc(NN)nc(NS(=O)(=O)c2ccccc2Cl)n1	2	2	1	-9	0.0	·	·	·
53	O=C(COc1cccnc1[N+](=O)[O-])Nc1ccccc1Sc1ccccc1	-1	-4	1	-8	·	19	2	·
54	COCCN(CC(=O)Nc1ccc(F)cc1)S(=O)(=O)c1ccc(S(=O)(=O)N2CCCC2)cc1	·	-9	·	·	·	-8	-1	6
55	N#Cc1ccc(C(=O)OCCCc2cc3ccccc3c(=O)o2)cc1	-6	-5	-3	2	-0.1	14	1	-2
56	C/C(CC(=O)Nc1ccc2c(c1)OCCO2)=N\NC(=O)C(=O)Nc1ccccc1C	-2	·	2	-15	-5.3	·	·	·
57	Cc1ccc(C(=O)OCC(=O)N2C(C)CCCC2C)cc1S(=O)(=O)N1CCOCC1 (centres undefined)	3	·	-1	5	0.2	-7	1	0
58	C[C@@H]1CN([C@H](C)CO)S(=O)(=O)c2ccc(-c3ccccc3F)cc2O[C@@H]1CN(C)Cc1ccncc1	5	9	-6	18	0.0	-5	-1	1
59	CCc1ccc(Cc2cnc(NC(=O)C3=NCCN3)s2)cc1	-4	-8	3	0	-0.2	·	·	·
60	Cc1ccccc1CSCC(=O)c1c(N)n(CC(C)C)c(=O)n(C)c1=O	·	-4	·	·	·	9	3	26

# Shown in transposed form: 2 of the compounds above.
53	O=C(COc1cccnc1[N+](=O)[O-])Nc1ccccc1Sc1ccccc1
54	COCCN(CC(=O)Nc1ccc(F)cc1)S(=O)(=O)c1ccc(S(=O)(=O)N2CCCC2)cc1

Assay by compound	53	54
Casp6 inh	-1	·
ARNT TACC3 PPI	-4	-9
ERp5 inh	1	·
RAD52 inh	-8	·
E-selectin induc	·	·
RAD54 inh	19	-8
PglD DTNB	2	-1
esBAF inh	·	6

# Screening data from PubChem BioAssay.
